Compound activity as filed in PubChem BioAssay.
SKN-1 inh = suppressors of acrylamide-induced Pgst-4::GFP reporter in worms, primary screen, SKN-1 inhibitor project, whole organism, uHTS, GFP/RFP fluorescence ratio, strain VP596 | C. elegans VP596 Pgst-4::GFP/RFP ratio, 24 h | AID 624304, 2012 | inhibition, % at 21.8 µM | hit rate 0.49% among 360,000;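 active means interference check ratio from 0.5 to 1.5 plus GFP to RFP signal ratio inhibition reaching or exceeding a fixed threshold, cut at about 30% in these data, passing the limit was not always enough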; further: some compounds called inactive have numbers as strong as hits
LMPTP inh = LMPTP phosphatase inhibitors, primary screen, biochemical, fluorescence intensity, uHTS; hit rate 0.22% among 360,000; Low molecular weight phosphotyrosine protein phosphatase (Homo sapiens), P24666; recombinant LMPTP-A, OMFP fluorogenic substrate; inhibition, % at 20 µM;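 active means compounds that cut the enzyme signal by at least half of the control window in the single-dose screen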;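 further: plate controls were DMSO wells with enzyme plus substrate for no effect and substrate without enzyme for full effect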
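Buffer or medium: Bis-Tris pH 6.0, DTT, detergent; Assay system: LMPTP-A enzyme; Quantity: 0.625 nM enzyme; Detection: endpoint fluorescence intensity; Times: 50 min dark incubation at room temperature; Controls: substrate-only low control, DMSO enzyme-plus-substrate high control; Doses: single 20 µM dose; Read-out: percent inhibition versus substrate-only and uninhibited controls; Reagent: 400 µM OMFP.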
Rpn11 inh = Rpn11 (PSMD14) deubiquitinase inhibitors, primary screen, biochemical, fluorescence polarization, uHTS; 26S proteasome non-ATPase regulatory subunit 14 (Homo sapiens), O00487; human 26S proteasome, Ub4-pepOG fluorescence polarization; 20S core pre-blocked with epoxomicin; calls only at 20 µM; hit rate 0.59% among 360,000;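 active means inhibition at 20 µM, scaled to each plate's controls, above about 33%, limit read from the data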
Scp1 inh = Scp-1 phosphatase inhibitors, primary screen, biochemical, colorimetric, uHTS; Recombinant Scp1, phosphopeptide, malachite green phosphate absorbance; Carboxy-terminal domain RNA polymerase II polypeptide A small phosphatase 1 (Homo …; inhibition, % at 20 µM; hit rate 0.88% among 340,000; AID 493091, 2011;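 active means inhibition above about 50% at 20 µM, limit read from the data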;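 further: plate controls were DMSO wells with enzyme for no effect and wells lacking enzyme for full effect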
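Assay system: SCP-1 catalytic fragment, aa 76-261 | Buffer or medium: Tris acetate buffer pH 5.5 with MgCl2 and Tween-20 | Compound: One concentration, 20 µM, with 1.0% DMSO | Also added: Phospho 17-mer peptide substrate | Signal: Absorbance at 630 nm | Incubation: 45 min enzyme reaction at room temperature | Measure: % inhibition of SCP-1 phosphate liberation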
DNMT1 inh = human DNMT1 methyltransferase inhibitors, primary screen, biochemical, molecular beacon, fluorescence, HinP1I cleavage, uHTS; AID 588458, 2011; hit rate 0.83% among 360,000; inhibition (reported as % activation of signal), % at 10 µM; in the data active means inhibition above about 50%
Target sequence (P26358 504-1616 limits assumed): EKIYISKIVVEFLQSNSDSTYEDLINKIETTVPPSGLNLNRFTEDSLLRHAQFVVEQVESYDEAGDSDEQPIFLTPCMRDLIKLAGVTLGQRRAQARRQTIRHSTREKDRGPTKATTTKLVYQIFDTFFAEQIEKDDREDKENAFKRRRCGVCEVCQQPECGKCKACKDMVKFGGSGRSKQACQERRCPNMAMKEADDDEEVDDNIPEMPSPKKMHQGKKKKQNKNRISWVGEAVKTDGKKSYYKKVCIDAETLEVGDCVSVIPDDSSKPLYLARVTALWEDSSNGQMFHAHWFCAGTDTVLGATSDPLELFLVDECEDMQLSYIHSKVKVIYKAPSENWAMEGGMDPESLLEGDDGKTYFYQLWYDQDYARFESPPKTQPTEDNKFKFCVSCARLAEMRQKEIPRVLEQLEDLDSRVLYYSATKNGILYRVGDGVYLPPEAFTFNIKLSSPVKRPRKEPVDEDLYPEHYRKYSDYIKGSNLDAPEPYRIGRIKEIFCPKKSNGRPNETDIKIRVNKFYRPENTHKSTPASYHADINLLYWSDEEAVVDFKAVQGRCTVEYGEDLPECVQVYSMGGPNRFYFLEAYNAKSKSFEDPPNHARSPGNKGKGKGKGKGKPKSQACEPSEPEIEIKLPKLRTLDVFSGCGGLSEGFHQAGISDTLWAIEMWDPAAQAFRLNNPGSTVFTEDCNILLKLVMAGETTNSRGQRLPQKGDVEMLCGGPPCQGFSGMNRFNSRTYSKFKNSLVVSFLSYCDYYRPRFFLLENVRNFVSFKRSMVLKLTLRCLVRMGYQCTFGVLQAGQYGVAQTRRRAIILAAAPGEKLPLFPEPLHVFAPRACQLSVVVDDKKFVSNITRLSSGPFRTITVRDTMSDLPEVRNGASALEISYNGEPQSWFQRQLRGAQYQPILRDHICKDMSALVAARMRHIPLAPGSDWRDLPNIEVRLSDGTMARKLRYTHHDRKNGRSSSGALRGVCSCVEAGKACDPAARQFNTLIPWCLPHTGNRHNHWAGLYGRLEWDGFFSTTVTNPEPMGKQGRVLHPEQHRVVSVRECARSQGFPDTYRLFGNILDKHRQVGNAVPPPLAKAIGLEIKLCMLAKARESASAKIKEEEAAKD
NadD inh = inhibitors of S. aureus NadD, primary screen, biochemical, colorimetric, uHTS. Nicotinate-nucleotide adenylyltransferase NadD (Staphylococcus aureus N315). purified NadD enzyme, colorimetric absorbance read-out. inhibition, % at 20 µM. hit rate 0.78% among 360,000; in the data active means inhibition above about 26%; further: some compounds past the cut are filed as inactive
STEP block = STEP phosphatase inhibitors, primary screen, biochemical, fluorescence intensity, uHTS; Tyrosine-protein phosphatase non-receptor type 5 (Homo sapiens), P54829; recombinant STEP, OMFP fluorogenic substrate; inhibition, % at 20 µM; hit rate 0.25% among 360,000;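 active means inhibition at 20 µM, scaled per plate between control wells, above about 37%, limit read from the data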;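 further: 0% = DMSO with enzyme and substrate and 100% = substrate only without enzyme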
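material = STEP tyrosine phosphatase | reagent = fluorogenic phosphatase substrate OMFP at 25 µM final | doses = single compound dose of 20 µM, 1% DMSO final | schedule = 20 min reaction, room temperature, in the dark | measured by = fluorescence, 480/540 nm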
MT1-MMP act inh = blockers of MT1-MMP proenzyme processing, primary screen, HT1080 RFP-PRO-GFP cells, GFP/RFP fluorescence; Matrix metalloproteinase-14 (Homo sapiens), P50281; GFP/RFP ratio fluorescence, overnight; percent of plate control window, DMSO zero; GFP/RFP ratio change, % at 20 µM; hit rate 0.061% among 360,000; AID 651647, 2012;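 active means GFP/RFP ratio change of at least 30% with cell ATP level not reduced by more than half and red fluorescence within 50% of control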; further: strong numbers were not always called active
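Read-out: GFP/RFP fluorescence ratio; Test system: RFP-PRO-GFP reporter HT1080 cells; Compound dosing: single-point 20 µM compound, 1% DMSO; Times: overnight compound exposure at 37 °C.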
SUMO1-SIM PPI = modulators of SUMO1 protein-protein interactions, primary screen, biochemical, uHTS | Small ubiquitin-related modifier 1 (Homo sapiens), P63165 | SUMO1 binding to a labelled peptide, TR-FRET, 1 h | inhibition, % at 20 µM | hit rate 0.33% among 360,000; in the data active means inhibition above about 37%
CendR NRP1 mod = modulators of CendR peptide binding to NRP-1, primary screen, biochemical, fluorescence polarization, uHTS. Neuropilin-1 (Homo sapiens), O14786. FAM-RPARPAR peptide binding to NRP-1. AID 602438, 2012. inhibition, % at 25 µM. hit rate 0.85% among 360,000;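 active means inhibition or corrected inhibition above about 18%, plus a signal ratio from 0.5 to 1.5, limit read from the data, passing the limit was not always enough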; further: strong numbers were not always called active
* = called active by the depositor; i = inactive; x = not tested or not shown.

SMILES	SKN-1 inh	LMPTP inh	Rpn11 inh	Scp1 inh	DNMT1 inh	NadD inh	STEP block	MT1-MMP act inh	SUMO1-SIM PPI	CendR NRP1 mod
COc1cc(SC)ccc1C(=O)N(CC(=O)Nc1ccccc1Br)Cc1ccco1	29	1.2	i	-11	-4	1	-2	6	31	-6
Cc1cccc(C(=O)N2CCCC(N3CCN(c4ccccc4F)CC3)C2)n1 (stereo not drawn)	-3	-0.4	i	-6	0	0	-1	-4	-4	8
CCOc1ccc(N2C(=O)C(=O)/C(=C(/O)c3ccccc3)C2c2ccccc2[N+](=O)[O-])cc1 (stereo not drawn)	22	-0.4	i	-14	-5	6	5	-1	-24	-3
Cc1cc(C)nc(NC(=O)c2cccc([N+](=O)[O-])c2)c1	7	-0.3	i	-8	-1	-2	-1	-7	-23	7
COC(=O)c1c(-c2ccccc2)noc1C	3	-0.6	i	3	1	-5	-1	-3	0	7
COc1ccccc1-c1ccc2c(c1)C(C)(Cc1ccc(Cl)c(Cl)c1)C(=O)N2 (stereo not drawn)	-1	2.7	i	x	-9	-3	-2	0	-2	-21
COc1cccc(OC)c1Nc1nc(C)nc2c1nnn2Cc1ccccc1Cl	4	0.1	i	1	1	-3	1	-1	1	-4
CNC(=O)/C(C#N)=C/c1cccc(Oc2ccccc2)c1	16	3.8	i	-6	-1	-3	-1	-3	-5	-11
Cc1cccc(N2CCN(C(=O)CCn3c(=O)[nH]c4ccsc4c3=O)CC2C)c1 (stereo not drawn)	18	4.1	i	8	2	3	2	4	-1	-2
O=C(O)CCCCCNCc1c(Cl)cccc1Cl	2	-1.9	i	2	2	-4	0	4	0	10

Some of the entries above in a different format.
> COc1cccc(OC)c1Nc1nc(C)nc2c1nnn2Cc1ccccc1Cl
- SKN-1 inh: 4
- LMPTP inh: 0.1
- Rpn11 inh: i
- Scp1 inh: 1
- DNMT1 inh: 1
- NadD inh: -3
- STEP block: 1
- MT1-MMP act inh: -1
- SUMO1-SIM PPI: 1
- CendR NRP1 mod: -4
> CCOc1ccc(N2C(=O)C(=O)/C(=C(/O)c3ccccc3)C2c2ccccc2[N+](=O)[O-])cc1 (stereo not drawn)
- SKN-1 inh: 22
- LMPTP inh: -0.4
- Rpn11 inh: i
- Scp1 inh: -14
- DNMT1 inh: -5
- NadD inh: 6
- STEP block: 5
- MT1-MMP act inh: -1
- SUMO1-SIM PPI: -24
- CendR NRP1 mod: -3
> CNC(=O)/C(C#N)=C/c1cccc(Oc2ccccc2)c1
- SKN-1 inh: 16
- LMPTP inh: 3.8
- Rpn11 inh: i
- Scp1 inh: -6
- DNMT1 inh: -1
- NadD inh: -3
- STEP block: -1
- MT1-MMP act inh: -3
- SUMO1-SIM PPI: -5
- CendR NRP1 mod: -11
> COc1ccccc1-c1ccc2c(c1)C(C)(Cc1ccc(Cl)c(Cl)c1)C(=O)N2 (stereo not drawn)
- SKN-1 inh: -1
- LMPTP inh: 2.7
- Rpn11 inh: i
- Scp1 inh: x
- DNMT1 inh: -9
- NadD inh: -3
- STEP block: -2
- MT1-MMP act inh: 0
- SUMO1-SIM PPI: -2
- CendR NRP1 mod: -21

Continuation.
SMILES	SKN-1 inh	LMPTP inh	Rpn11 inh	Scp1 inh	DNMT1 inh	NadD inh	STEP block	MT1-MMP act inh	SUMO1-SIM PPI	CendR NRP1 mod
CC1(C)OC(=O)N(Cc2ccco2)C1(C)O (stereo not drawn)	6	-4.3	i	-5	0	2	0	-2	-5	12
O=C(OCCOc1ccccc1Cl)c1cc(S(=O)(=O)N2CCCCC2)ccc1N1CCOCC1	1	1.8	i	-12	-9	-4	1	-8	-7	-1
COc1ccc(CC(=O)NCC(=O)NC(Cc2ccccc2)C(=O)O)cc1 (stereo not drawn)	5	-0.7	i	4	2	-1	-2	0	6	-10
COc1cc(C(=O)N2CCN(C3CCC(C)CC3)CC2)cc(OC)c1OC (stereo not drawn)	-1	-0.4	i	-2	3	1	-2	-1	4	4
CCN1CCCC1CNc1ncnc2c1[nH]c1ccc(Cl)cc12 (stereo not drawn)	13	-1.0	i	0	-3	-4	10	-1	-4	6
O=c1cc(SCc2ccc(Cl)cc2Cl)nc[nH]1	7	-2.5	i	-8	2	-4	0	-3	1	7
COC(=O)c1ccc(NS(=O)(=O)c2ccc(Cl)cc2)o1	-9	0.6	i	1	2	-1	2	3	4	-1
COCCCNC(=O)c1ccc(Cn2c(=O)c3ccccc3n(CC(=O)NCc3ccco3)c2=O)cc1	-12	0.0	i	0	2	-7	0	0	18	1
O=C(COC(=O)Cc1ccc(Br)cc1)NC1CCCCC1	-10	-1.5	i	-9	9	-4	-3	-5	4	10
O=C(OCC#CCSc1nc2ccccc2o1)c1cc2ccccc2o1	-2	3.1	i	-17	-7	-6	0	1	-2	3
NC(=O)c1nc(C(=O)N2CCN(c3ccccc3)CC2)c2ccccc2n1	6	0.0	i	4	0	4	0	-2	-7	2
CC(C)CNC(=O)C1Nc2ccccc2C2C=CCC12 (stereo not drawn)	0	-0.1	i	0	-18	12	-1	5	-2	2
Cc1cccn2cc(-c3cccc(S(=O)(=O)N4CCOCC4)c3)nc12	9	-1.2	i	-2	-2	-1	2	5	-1	13
CC(=O)NC(NC(C)=O)c1cccc(OCc2ccccc2)c1	5	-0.9	i	-1	7	0	1	0	-3	3
O=C(COc1ccccc1)N(Cc1cc2ccccc2[nH]c1=O)CC1CCCO1 (stereo not drawn)	10	-1.3	i	-1	2	-2	1	-2	0	-9
CCC(C)[C@H](NC(=O)OC(C)(C)C)C(=O)N/N=C/c1ccc2nccnc2c1 (stereo partly drawn)	-3	3.4	i	0	2	-1	-1	5	-21	10
COc1ccc(-n2c(COc3ccc(C)cc3)n[nH]c2=S)cc1	6	-1.2	i	-5	2	3	0	-2	-2	-10
COc1ccccc1C(CNc1nc(C(F)(F)F)nc2ccccc12)N(C)C (stereo not drawn)	24	0.1	i	-10	-1	-9	3	-1	3	14
Cc1cccc(NS(=O)(=O)c2ccc(C(C)(C)C)cc2)n1	20	-0.1	i	-10	-3	1	-3	5	0	-4
CN(C)S(=O)(=O)c1cccc(NC(=S)N2CCc3ccccc32)c1	8	-0.4	i	-1	-3	-4	3	-1	-6	10

An excerpt taken from the entries so far, for reference:
SMILES	SKN-1 inh	LMPTP inh	Rpn11 inh	Scp1 inh	DNMT1 inh	NadD inh	STEP block	MT1-MMP act inh	SUMO1-SIM PPI	CendR NRP1 mod
Cc1cccn2cc(-c3cccc(S(=O)(=O)N4CCOCC4)c3)nc12	9	-1.2	i	-2	-2	-1	2	5	-1	13
CC(=O)NC(NC(C)=O)c1cccc(OCc2ccccc2)c1	5	-0.9	i	-1	7	0	1	0	-3	3

Following part.
SMILES	SKN-1 inh	LMPTP inh	Rpn11 inh	Scp1 inh	DNMT1 inh	NadD inh	STEP block	MT1-MMP act inh	SUMO1-SIM PPI	CendR NRP1 mod
CC(CCCCCCCCC(=O)O)N(CCO)C(=O)OC(C)(C)C (stereo not drawn)	7	0.8	i	-11	-1	1	1	6	8	19
COc1ccc(N2CCN(c3nc(C)c(C)c(=O)[nH]3)CC2)cc1	-1	-2.0	i	7	4	-2	4	4	-3	-91
CC(C)(C)OC(=O)C[C@H]1C/C=C\C[C@@H](CC(=O)N[C@@H](CO)Cc2ccccc2)C(=O)NC[C@H](c2ccccc2)OC1=O	-7	-0.8	i	-2	2	-3	4	2	4	0
Oc1ccc(Cl)cc1Nc1nc(NCC2CCCO2)c2ccccc2n1 (stereo not drawn)	-11	13	i	-4	-15	12	2	7	15	8
O=C(O)c1ccc(COCC(F)(F)F)cc1	-14	-1.0	i	-18	7	58*	1	-2	-4	6
O=C(CCNC(=O)Cn1cnc2ccccc2c1=O)NCCC1=CCCCC1	-2	-1.3	i	5	1	2	0	7	0	3
CC(C)Cc1nc2ccccc2[nH]1	13	0.0	i	-5	2	-7	1	-1	0	-4
COc1ccccc1NNC(=O)c1cccnc1Oc1ccccc1	-3	0.5	i	-4	-1	5	1	5	5	3
CCN1CCN(C(=S)NCC(C)C)CC1	2	-5.1	i	-7	1	-5	-1	0	-1	17
Cc1cc(Cl)ccc1Oc1nc(-c2ccc(F)cc2)ccc1C#N	-2	1.5	i	2	-1	5	-2	-3	-1	-4
Cc1ccc2ccc(C)[n+](CCCS(=O)(=O)[O-])c2c1	-10	-0.3	i	14	4	2	-2	-3	-3	-3
COc1ccc(Nc2cc(C(=O)NC3CCCC3)c3ccccc3n2)c(OC)c1	-5	0.7	i	-8	-5	2	-2	5	0	2

Three compounds from above, showing only SUMO1-SIM PPI and SKN-1 inh:
| mol | SUMO1-SIM PPI | SKN-1 inh |
| --- | --- | --- |
| COc1ccc(N2CCN(c3nc(C)c(C)c(=O)[nH]3)CC2)cc1 | -3 | -1 |
| CC(C)(C)OC(=O)C[C@H]1C/C=C\C[C@@H](CC(=O)N[C@@H](CO)Cc2ccccc2)C(=O)NC[C@H](c2ccccc2)OC1=O | 4 | -7 |
| Oc1ccc(Cl)cc1Nc1nc(NCC2CCCO2)c2ccccc2n1 (stereo not drawn) | 15 | -11 |
